Screens deposited in PubChem BioAssay by The Scripps Research Institute Molecular Screening Center.
PAD4 inhibitors: human PAD4 inhibitors, primary screen, biochemical, fluorescence polarization (AID 463073). recombinant PAD4, RFA probe fluorescence polarization; active compounds read high. inhibition, % at 5 µM. actives 0.5% (n = 2,000);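 active = inhibition above 30%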;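 note: 0% = PAD4 with DMSO and 100% = wells lacking PAD4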
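system = recombinant PAD4 | amount = PAD4 at 2 µM in dispensed buffer, before additions | incubation = 30 min 25 °C preincubation, 5 h 37 °C labeling | measured by = FP, ex 525 nm, em 598 nm | replication = single well per compound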
* = called active by the depositor. This is a subset; count on the stated rates, not on these rows.

SMILES	PAD4 inhibitors
CCOC(=O)C1(Cc2cccc(Cl)c2)CCCN(C2CCN(C(C)=O)CC2)C1 (stereo not given)	3.4
CCOCCn1c(C(C)O)nc2ccccc21 (stereo not given)	-0.2
c1ccc(-c2ccc(C(c3ccccc3)n3ccnc3)cc2)cc1 (stereo not given)	6.6
CCc1nc2ccccc2n1Cc1ccc(OC)c(OC)c1	-2.3
COc1ccc(C2C3=C(CC(C)(C)CC3=O)N(C)C3=C2C(=O)CC(C)(C)C3)cc1	2.3
COCCOC(=O)C1=C(N)OC2=C(C(=O)CCC2)C1c1cccnc1 (stereo not given)	1.5
Cc1ccccc1C(=O)NNc1ncnc2c1cnn2C	0.7
CCOc1ccc(N2C(=O)CNC2=S)cc1	0.8
CN1/C(=C\C=Nc2ccccc2)C(C)(C)c2ccccc21	0.0
COc1ccc(OC(C)C(=O)Nc2ccccc2F)cc1 (stereo not given)	-0.2
CC(=O)c1cccc2c(O)c(C3=Nc4ccccc4C3=O)[nH]c12	6.8
CC1(C)CC(=O)C2=C(C1)c1c(ccc3ccccc13)NC2c1ccco1 (stereo not given)	4.1
CN(C)CCN(Cc1ccccc1)c1ccccn1	-0.6
COc1ccc(CCN2CNc3c(c(=O)n(C)c(=O)n3C)C2)cc1OC	5.2
CCCCCCCCCC(=O)OCC(O)CO (stereo not given)	2.7
COc1ccc(Br)cc1C(=O)Nc1ccc(C(=O)O)cc1	0.0
CC(C)(CO)CNC(=O)CC1C(=O)NCCN1CC(c1ccccc1)c1ccccc1 (stereo not given)	3.5
COc1ccc(N2C(=O)[C@@H]3[C@H](C2=O)[C@H]2c4ccccc4C=CN2[C@@H]3C(C)=O)cc1	37*
Cn1c2ccccc2c2cc(/C=C(\NC(=O)c3ccccc3)C(=O)O)ccc21	-1.0
COCc1cc(=O)[nH]c(/N=C(\N)Nc2ccc(Oc3ccccc3)cc2)n1	-2.6
COc1c(C=O)c(CCN(C)C(=O)c2ccc(F)cc2)cc2c1OCO2	-1.3
CCOC(=O)c1cc2c(nc1N)CC(C)(CC)OC2 (stereo not given)	-0.4
COC(=O)c1ccc2c(c1)C(=O)/C(=C/c1ccc(O)cc1)O2	2.2
O=[N+]([O-])c1cccc2cn[nH]c12	4.3
O=C(/C=C/c1ccccc1)NC(=O)c1ccccc1O	0.8
COc1cc(C2Nc3ccccc3C(=O)N2c2ccccc2)ccc1O (stereo not given)	1.1
COc1ccc2c(c1)C(=O)CC(c1ccccc1F)O2 (stereo not given)	-3.9
CC(=O)Nc1ccccc1C(=O)C(=O)Nc1ccccc1	0.8
OCCC1CN(Cc2ccccc2-c2ccco2)CCN1C1CCCC1 (stereo not given)	-5.5
CC12CN3CC(C)(CN(C1)C3c1ccc(Br)cc1O)C2 (stereo not given)	3.9

PAD4 inhibitors: what is marked active above
SMILES	PAD4 inhibitors
COc1ccc(N2C(=O)[C@@H]3[C@H](C2=O)[C@H]2c4ccccc4C=CN2[C@@H]3C(C)=O)cc1	37*

The results go on:
SMILES	PAD4 inhibitors
C[C@]12CC[C@@H]3c4ccc(O)cc4C(=O)C[C@H]3[C@@H]1CC[C@@H]2O	2.4
COc1cc(C(=O)NCCc2c[nH]c3ccccc23)ccc1OCc1c(C)noc1C	0.9
CO[C@@]1(NC(=O)Cc2cccs2)C(=O)N2C(C(=O)O)=C(COC(N)=O)CS[C@@H]21	1.2
CCOC(=O)/C=C1\NC(C)(C)Cc2cc(OC)c(OC)cc21	-1.1
CC(COc1ccccc1)N(CCCl)Cc1ccccc1 (stereo not given)	2.7
CN1C(=O)C(O)(CC(=O)c2ccccc2O)c2cc(Br)ccc21 (stereo not given)	-1.8
Cn1cc(CN2CCC(C(=O)N3CCCCC3)CC2)c(-c2ccccc2F)n1	4.7
Cc1ccsc1C1NC(=O)c2ccccc2N1 (stereo not given)	0.6
O=C(O)CCCCCNC(=O)Nc1ccc2c(c1)OCCO2	-5.1
CCOC(=O)C(=O)Nc1ccc(Oc2ccccc2)cc1	1.2
CC(=O)O[C@]1(C(C)=O)CC[C@H]2[C@@H]3C[C@H](C)C4=CC(=O)CC[C@]4(C)[C@H]3CC[C@@]21C	3.6
C[C@@H]1C[C@H]2[C@@H]3C[C@H](F)C4=CC(=O)C=C[C@]4(C)[C@@]3(F)[C@@H](O)C[C@]2(C)[C@@]1(O)C(=O)CO	-2.3
O=C(COc1ccc2c(-c3ccccc3)cc(=O)oc2c1)NCc1cccs1	-1.7
COc1ccc2[nH]c3c(c2c1)CCNC3C1CC=C(C)CC1 (stereo not given)	-1.0
CC(C)c1ccc(NC(=O)CNS(=O)(=O)c2ccc(F)cc2)cc1	2.8
COc1ccc(OC)c(-c2oc3ccccc3c(=O)c2O)c1	5.4
CC(C)C[C@H](NC(=O)[C@@H]1Cc2ccccc2CN1C(=O)OC(C)(C)C)C(=O)NCC1CCC(C(=O)O)CC1 (stereo not given in full)	0.4
FC(F)(F)c1ccc(-c2noc(CN3CCCN(C4CCCCC4)CC3)n2)cc1	2.3
COc1ccc(NC(=O)C2C(=O)N(CCO)C3(C)CC2c2ccccc2O3)cc1 (stereo not given)	-2.6
COc1ccc(-c2nc(C)c(C(C)=O)n2O)cc1OC	2.2
CC(=O)c1cn(C)c(=O)[nH]c1=O	-3.5
N=C(N)c1ccc(OCCCCCOc2ccc(C(=N)N)cc2)cc1	1.8
CC12CCC(C(=O)NCc3ccc4c(c3)OCO4)(CC1=O)C2(C)C (stereo not given)	4.7
COc1ccccc1N1C(=O)C2CC(C)=C(C)CC2C1=O (stereo not given)	-3.6
NS(=O)(=O)c1cc2c(cc1Cl)NCNS2(=O)=O	4.0
CC(C)=CCC/C(C)=C/CC/C(C)=C/CC/C(C)=C/CC1=C(C)C(=O)c2ccccc2C1=O	7.3
c1ccc(Cn2ncc3c(Nc4ccccc4)ncnc32)cc1	-4.5
COc1ccc(CN2CCCCC2C(=O)Nc2ccc(OC)c(OCC(C)C)c2)cc1OC (stereo not given)	3.7
Cc1cc(C)cc(Nc2nc3c([nH]2)c(=O)n(C)c(=O)n3C)c1	-2.2
Cc1ccc(C2=NOC(=O)/C2=C\C=C\c2ccccc2)cc1	-0.6

Some of these compounds in order of their number in PAD4 inhibitors, smallest number first.
structure | PAD4 inhibitors
CC(=O)c1cn(C)c(=O)[nH]c1=O | -3.5
COc1ccc(NC(=O)C2C(=O)N(CCO)C3(C)CC2c2ccccc2O3)cc1 (stereo not given) | -2.6
COc1ccc(CN2CCCCC2C(=O)Nc2ccc(OC)c(OCC(C)C)c2)cc1OC (stereo not given) | 3.7
CC12CCC(C(=O)NCc3ccc4c(c3)OCO4)(CC1=O)C2(C)C (stereo not given) | 4.7

The results go on.
SMILES	PAD4 inhibitors
COc1ccc(C(=O)NCCC2=CCCCC2)cc1[N+](=O)[O-]	2.2
CC(C)N(C(=O)Cc1ccccc1[N+](=O)[O-])C(C)C	-2.1
CC(=O)O[C@H]1C(=O)[C@@]2(C)[C@H]([C@H](OC(=O)c3ccccc3)[C@]3(O)C[C@H](OC(=O)[C@H](O)C(NC(=O)c4ccccc4)c4ccccc4)C(C)=C1C3(C)C)[C@]1(OC(C)=O)CO[C@@H]1C[C@@H]2O (stereo not given in full)	5.6
CC1=CC2(O)OCCN(CCO)C2=CC1=O (stereo not given)	5.2
COc1cccc(C2CCCN2Cc2nc(CCC(C)C)no2)c1 (stereo not given)	2.3
Cc1ccc(S(=O)(=O)Oc2ccccc2/C=N/N=C(N)N)cc1	-0.3
O=c1c2[nH]c3ccccc3c2ncn1CCC1=CCCCC1	0.0
Cc1ccc(S(=O)(=O)N[C@@H](Cc2ccccc2)C(=O)CCl)cc1	40*
CCN(CC)CCNC(=O)c1cc(S(C)(=O)=O)ccc1OC	8.4
CC(=O)C1=C(O)C(=O)N(CC(=O)O)C1c1ccccc1Cl (stereo not given)	5.8
O[C@H]1COC2C1OC[C@@H]2O (stereo not given in full)	0.5
CC1(C)CC(c2csc(N)n2)CCO1 (stereo not given)	2.7
Cc1cc(OC(C(=O)O)c2ccccc2)c2c(C)c(Cc3ccccc3)c(=O)oc2c1 (stereo not given)	2.4
CCSc1nc(O)c(C2OC(=O)c3c2ccc(OC)c3OC)c(=O)n1CC (stereo not given)	0.5
Clc1ccc(OCCCN2CCCCC2)c(Br)c1	-1.7
COc1ccc(-c2[nH]ncc2C=O)cc1OC	4.1
O=C(Nc1ccccc1C(=O)N1CCCCCC1)c1ccccc1Cl	1.2
CCc1nc(N)nc(N)c1-c1ccc(Cl)cc1	-4.6
CC(C)CC(NC(=O)C(NC(=O)OC(C)(C)C)C(C)C)C(=O)NC(CCC(=O)OCc1ccccc1)C(N)=O (stereo not given)	3.9
CCOc1ccc(CCn2c(-c3ccco3)nc3ccccc3c2=O)cc1OCC	0.7
S=C(NCCOCCOCCNC(=S)Nc1ccccc1)Nc1ccccc1	-4.2
COC(=O)c1ccc(=O)n(Cc2ccco2)c1	-1.4
CCCCNC(=O)NS(=O)(=O)c1ccc(C)cc1	5.3
Cc1ccc(NCCC(=O)c2ccccc2)cc1Cl	-3.8
Oc1ccc(COCc2ccccc2)c2cccnc12	-10.0
O=C(COc1ccc(F)cc1)OCCN1CCOCC1	0.8
O=C1C(Cc2ccccc2)NC(=S)N1c1ccccc1 (stereo not given)	-3.7
Cc1ccc2c(c1)c(=O)c1c3n2CCN(C(=O)CCl)C3CC1 (stereo not given)	17
Cc1coc2cc3oc(=O)c(CCC(=O)O)c(C)c3cc12	1.7
CC1=C(/C=C/C(C)=C/C=C/C(C)=C/C(=O)O)C(C)(C)CCC1	1.8
O=C(c1ccccc1)N1CCN(C(=O)c2ccccc2)CC1	-0.1
COc1ccc(C2=C(CN(C)C)C(c3ccccc3)c3ccccc3O2)cc1 (stereo not given)	-1.2
Cn1c(=O)c(C(=O)NCCO)c(O)c2ccccc21	0.2
CCNC(=O)C(Cc1ccccc1)NC(=O)OCc1ccccc1 (stereo not given)	-0.6
Cc1oc2c(O)c(O)ccc2c(=O)c1-c1ccccc1	4.8
Cn1cnc2c1c(=O)n(CC(O)CO)c(=O)n2C (stereo not given)	2.0
Cc1cn([C@H]2C[C@H](N=[N+]=[N-])[C@@H](CO)O2)c(=O)[nH]c1=O	1.0
CC(=O)[C@@]1(O)CC[C@H]2[C@@H]3CCC4=CC(=O)CC[C@]4(C)[C@H]3CC[C@@]21C	7.5
Cc1ccc2nc(NC3=NC(CC(=O)O)C(=O)N3)nc(C)c2c1 (stereo not given)	2.6
C=CCNC(=S)N1CCc2c([nH]c3ccccc23)C1C (stereo not given)	-0.1
NS(=O)(=O)c1ccc(CCNC(=O)C2CCCN2C(=O)OCc2ccccc2)cc1 (stereo not given)	3.7
Cn1cc(/C=C/C(=O)c2ccccc2)c2ccccc21	-3.3
C(=C\c1ccc2ccccc2n1)/c1ccccc1	1.9
CCN1/C(=C/C=C/C=C/c2sc3ccccc3[n+]2CC)Sc2ccccc21	-173
O=C(O)CCNC(=O)c1ccccc1	6.7

Reformatted: two of the compounds above.
PAD4 inhibitors	Molecule
7.5	CC(=O)[C@@]1(O)CC[C@H]2[C@@H]3CCC4=CC(=O)CC[C@]4(C)[C@H]3CC[C@@]21C
4.8	Cc1oc2c(O)c(O)ccc2c(=O)c1-c1ccccc1

(list continues)
SMILES	PAD4 inhibitors
O=C1NCC2=C1C(c1ccccc1)Nc1ccccc1N2 (stereo not given)	58*
CS(=O)c1ccccc1O (stereo not given)	-8.5
O=CNC1CCCc2c1[nH]c1ccc(Cl)cc21 (stereo not given)	3.5
CCC(=O)c1ccc(OCc2ccc(C(=O)OC)cc2)cc1	1.2
CN/C(=C/[N+](=O)[O-])NCCSCc1ccc(CN(C)C)o1	4.1
O=c1nc2sc3ccccc3n2c(=O)n1-c1ccc(Cl)cc1	5.9
CCOc1cc(C)cc2oc(=O)cc(-c3ccccc3)c12	7.8
CCOC(=O)n1c(=O)oc2ccccc21	-6.4
CC(C(=O)O)c1ccc(N2Cc3ccccc3C2=O)cc1 (stereo not given)	2.2
NC(=O)c1cccnc1	2.1
O=C(Oc1cccccc1=O)c1ccccc1	1.1
CC(=O)N(CCC(Cc1ccccc1)c1ccc2c(c1)OCO2)Cc1ccc(Cl)cc1 (stereo not given)	6.2
COc1ccc2c(c1O)Cc1ccccc1C2=O	2.3
COc1cc(=O)n(C)c2ccccc12	1.0
COc1ccc(CCNC(=O)CC(c2ccccc2)c2cccc(C)c2O)cc1OC (stereo not given)	1.6

A draw from above in order of formula weight, highest first.
SMILES	PAD4 inhibitors
O=c1nc2sc3ccccc3n2c(=O)n1-c1ccc(Cl)cc1	5.9
O=CNC1CCCc2c1[nH]c1ccc(Cl)cc21 (stereo not given)	3.5
CS(=O)c1ccccc1O (stereo not given)	-8.5

The list goes on:
SMILES	PAD4 inhibitors
CC(C)C[C@H]1C(=O)N2CCC[C@H]2[C@]2(O)O[C@](NC(=O)[C@@H]3C=C4c5cccc6[nH]c(Br)c(c56)CC4N(C)C3)(C(C)C)C(=O)N12 (stereo not given in full)	7.0
Cc1ccccc1C(=O)NCC(=O)O	0.6
CC12CCC(C(=O)NNc3ccccc3)(C(=O)C1=O)C2(C)C (stereo not given)	-2.1
CC(NCCc1ccc(O)cc1)C(O)c1ccc(O)cc1 (stereo not given)	0.2
COc1cc(C(=S)N(C)C)ccc1O	-3.5
CCOC(=O)c1ncn2c1CN(C)C(=O)c1cc(F)ccc1-2	-1.2
CC(C)=CC/C=C1\CCC(C(=O)O)C(C(=O)O)C1 (stereo not given)	-2.5
O=c1c2ccccc2nc2n1CCCN2	-1.7
CC(OC(=O)c1cc(=O)[nH]c2ccccc12)C(=O)c1ccccc1 (stereo not given)	-0.8
C=CCOc1ccc(C(=O)CC)cc1OC	5.4
Cc1cccc(NC(=O)c2cc3ccccc3o2)c1	1.8
COc1ccc2cc(C(=O)Nc3ccc(S(N)(=O)=O)cc3)sc(=O)c2c1OC	3.3
O[C@@H](CNC[C@H](O)c1ccccc1)c1ccccc1	-1.7
